RXFP1 agonist – qHTS Assay for Agonists of the Relaxin Receptor RXFP1 | hit rate 0.3% among 370,000 | Relaxin receptor 1 (Homo sapiens), Q9HBX9 | HEK293T-RXFP1 cAMP TR-FRET, 30 min; response scale: percent of porcine relaxin response, buffer zero | Potency, µM (top dose mostly 57.5 µM), without a hit: at the top dose activation, actives largely listed as activators; note: potency is the fitted concentration of half-maximal effect; % is set by controls: 0 for no effect and ±100 for the full control effect; nearly all actives have a fitted effect of over 60% in size; many of its hits are not listed in these tables
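cAMP rise read by TR-FRET after 30 min, 37C compound exposure (up to 58 uM) in RXFP1-transfected HEK293 cells with Ro 20174 present. EC50 from Hill-equation fits, with 29 nM porcine relaxin as 100% and buffer as basal.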
D1 potentiator – Potentiators of Human D1 Dopamine Receptor: qHTS; D(1A) dopamine receptor (Homo sapiens), P21728; HEK293 TREx D1 cells, calcium flux, dopamine EC20 potentiation; hit rate 0.036% among 360,000; potentiation, % at 10 µM; AID 504651, 2011; in the data active = potentiation above about 30%; note: 0% is about no effect
D2 potentiator – HTS Assay for Positive Allosteric Modulators of the Human D2 Dopamine Receptor: Primary Screen for Potentiators; D(2) dopamine receptor (Homo sapiens), P14416; HEK293 T-REx D2, calcium flux, EC20 dopamine potentiation; potentiation, % at 10 µM; hit rate 0.34% among 340,000; AID 485347, 2010;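 active = potentiation over 3 SD above the plate norm, cut at about 30% in these data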; note: 0% is about no effect
Target sequence (P14416 whole entry, looked up): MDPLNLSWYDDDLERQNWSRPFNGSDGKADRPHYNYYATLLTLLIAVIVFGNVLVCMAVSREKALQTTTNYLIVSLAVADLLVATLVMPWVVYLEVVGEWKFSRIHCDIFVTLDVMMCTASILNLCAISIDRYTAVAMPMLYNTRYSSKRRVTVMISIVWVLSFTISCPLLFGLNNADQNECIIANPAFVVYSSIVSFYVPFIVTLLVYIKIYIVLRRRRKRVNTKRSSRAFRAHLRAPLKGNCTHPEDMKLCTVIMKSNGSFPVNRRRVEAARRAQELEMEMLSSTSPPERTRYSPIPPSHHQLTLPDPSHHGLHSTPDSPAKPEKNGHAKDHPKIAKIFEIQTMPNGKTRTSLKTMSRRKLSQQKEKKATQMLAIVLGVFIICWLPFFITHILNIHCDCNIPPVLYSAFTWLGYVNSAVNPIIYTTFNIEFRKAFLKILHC
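Potentiation of an EC20 dopamine calcium response measured kinetically over 180 s, after a preceding 180 s compound-only read flagging agonists. Cells: inducible Hek293 Trex D2 line, 4000/well, cultured overnight at 30 C before dye loading.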
Glioma ERSR ind – qHTS for Inducers of the Endoplasmic Reticulum Stress Response (ERSR) in Human Glioma: qHTS | U87-MG GRP78 promoter luciferase reporter, 16 h | Potency, µM, for the others: at the highest dose activation, usual class: activators | hit rate 0.02% among 420,000 | AID 602332, 2012; note: potency is the fitted concentration of half-maximal effect; series mostly up to about 76 µM; % of control where 0% means no effect; nearly all actives have a fitted effect of over 35% in size
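Stably transfected U87-MG glioma cells carrying a GRP78-based luciferase sensor; 16 h compound incubation. Luminescence end-point read 10 min after Bright-Glo addition at room temperature.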
RXFP1 antagonist – qHTS Assay for Antagonists of the Relaxin Receptor RXFP1; activity change, negative = inhibition, % at 57.5 µM; HEK293-RXFP1, relaxin-stimulated cAMP HTRF, 30 min; stronger effect = lower value; hit rate 0.59% among 350,000; Relaxin receptor 1 (Homo sapiens), Q9HBX9; AID 1259400, 2018;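 active = activity change of -60% or lower, but not beyond a set lower limit; inconclusive = change between -60% and -40%, or beyond the set limit; inactive = change above -40%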; note: % is set by controls: 0 for no effect and ±100 for the full control effect
Vif-APOBEC3G blk – qHTS for Inhibitors of Vif-A3G Interactions: qHTS; HeLa A3G-eYFP + Vif (tagged APOBEC3G with the HIV-1 protein that degrades it), YFP fluorescence, overnight; Potency, µM (series often up to 46.1 µM), without a hit: top-dose activity, negative = active, actives largely listed as inhibitors; hit rate 0.076% among 410,000; AID 602310, 2012;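 note: potency is the fitted concentration of half-maximal effect; % is set by controls: 0 for no effect and ±100 for the full control effect; nearly all actives have a fitted effect of over 60% in size; hits raise eYFP signal because A3G escapes Vif-driven loss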
Target sequence (Q9HC16 whole entry, looked up): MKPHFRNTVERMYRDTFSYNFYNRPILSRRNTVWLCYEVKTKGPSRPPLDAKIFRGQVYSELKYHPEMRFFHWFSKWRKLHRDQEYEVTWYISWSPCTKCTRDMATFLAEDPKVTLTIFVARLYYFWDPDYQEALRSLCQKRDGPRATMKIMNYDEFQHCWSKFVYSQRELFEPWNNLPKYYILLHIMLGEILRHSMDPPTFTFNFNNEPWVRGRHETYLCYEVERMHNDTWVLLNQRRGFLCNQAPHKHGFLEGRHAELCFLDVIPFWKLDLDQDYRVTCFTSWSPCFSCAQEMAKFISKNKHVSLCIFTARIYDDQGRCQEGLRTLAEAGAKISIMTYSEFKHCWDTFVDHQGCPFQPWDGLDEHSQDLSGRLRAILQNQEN
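Read-out is eYFP fluorescence (Ex 488/Em 500-530) from Vif-expressing HeLa A3G-eYFP cells; more signal means A3G escaped Vif-mediated degradation. Cells plated overnight, compound pinned in, incubated overnight at 37 deg C.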
D1 ag – Allosteric Agonists of the Human D1 Dopamine Receptor: qHTS | D(1A) dopamine receptor (Homo sapiens), P21728 | HEK293 T-REx D1 cells, calcium flux, agonist mode | activation, % at 2 µM | hit rate 1% among 360,000 | AID 504660, 2011; in the data active = activation above about 30%; note: 0% is about no effect
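Inducible HEK293 T-REx D1 cells, force-coupled to calcium signalling, were plated at 4000 cells/well with tetracycline and held overnight at 30 C. After no-wash calcium dye loading, compound-evoked calcium rise over 180 s flagged agonists.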
D1 antag – Antagonist of Human D 1 Dopamine Receptor: qHTS; activity change, negative = inhibition, % at 10 µM; D(1A) dopamine receptor (Homo sapiens), P21728; hit rate 3.2% among 360,000; HEK293 TREx D1 cells, calcium flux, dopamine EC80; stronger effect = lower value; in the data active = activity change below about -30%; note: % is set by controls: 0 for no effect and ±100 for the full control effect
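Using tetracycline-induced force-coupled D1 Hek293 cells and a calcium dye, signals were followed for 180 s after compound, then for 180 s after EC80 dopamine, to detect inhibitors.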
Vif-APOBEC3F blk – qHTS for Inhibitors of Vif-A3F Interactions: qHTS | Potency, µM (series often up to 46.1 µM), for the others: at the highest dose activity, negative = active | AID 602313, 2012 | HeLa A3F-eYFP + Vif (tagged APOBEC3F with the HIV-1 protein that degrades it), YFP fluorescence increase | hit rate 0.2% among 390,000; note: potency is the fitted concentration of half-maximal effect; % of control where 0% means no effect; nearly all actives have a fitted effect of over 65% in size
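Fluorescence increase (Ex 488/Em 500-530) after overnight compound treatment at 37 deg C flags inhibition of Vif-driven A3F-eYFP loss in stable HeLa A3F-eYFP/Vif cells seeded overnight beforehand.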
The depositor's hits bear a star; u = inconclusive; x = no result given; & = joins results of further samples; ! = not active in a repeat. Unless noted, calls come from the whole dose curve; as a rule, active = well fitted curve in the direction sought with a large enough effect; inconclusive = small, poorly fitted or top-dose-only effect, or another doubt; inactive = no such curve, though single readings can be large; an effect the other way counts as inactive or inconclusive.

SMILES	D1 potentiator	D1 antag	RXFP1 agonist	Vif-APOBEC3F blk	D1 ag	RXFP1 antagonist	Vif-APOBEC3G blk	D2 potentiator	Glioma ERSR ind
COc1cccc(-c2csc(/C(C#N)=C/Nc3cc4oc5ccccc5c4cc3OC)n2)c1	-1	8	-4.7%	2%	4	-11	1%	x	-2%
COCCN(C(=O)COC(=O)CCS(=O)(=O)c1ccccc1)c1c(N)n(Cc2ccccc2)c(=O)[nH]c1=O	-10	-12	0.9%	-11%	3	-1	-1%	-6	-2%
COc1ccc(-n2c(=O)c3c4c(sc3n(CC(=O)N3CCCCC3C)c2=O)CCC4)c(OC)c1 (configuration not stated)	0	-71*	-0.3%	2%	0	-14	0%	7	-1%
CCn1c(C)nc2cc(N)ccc21	-2	2	0.8%	13%	2	-4	-7%	4	-5%
CCOc1ccc(CCNC(=O)CCCn2c(=O)c3cccn3c3cccnc32)cc1OCC	0&-3	8&4	u	-18%&1%	1&2	-96*!	-6%&-1%	-2&4	-1%&-3%
CCN(CC)c1cnn(C/C(=N\OC)c2ccc(Cl)cc2)c(=O)c1Br	2	-9	1.3%	-6%	4	-6	-12%	5	-3%
CN(C)S(=O)(=O)c1ccc(N2CCCC2)c(C(=O)Nc2ccccc2F)c1	6	3	3.4%	2%	4	4	-2%	1	-3%
O=C(NNc1ncc(C(F)(F)F)cc1Cl)c1ccc(Cl)c(Cl)c1	-2	14	2.1%	2%	4	-12	-10%	-2	-2%
Cc1ccc2cc(CN(Cc3ccco3)C(=S)NCC3CCCO3)c(=O)[nH]c2c1 (configuration not stated)	0	-2	-0.1%	-1%	0	-29	-11%	x	-6%
COc1ccc(OC)c(NS(=O)(=O)Cc2ccccc2)c1	0	-9	0.2%	x	0	x	x	-7	x
COc1ccc(-c2cn3cccnc3n2)cc1F	2	-1	6.6%	-9%	1	-1	2%	0	4%
COC(=O)c1ccc(C)c(NC(=O)c2ccc(Cl)c([N+](=O)[O-])c2)c1	-1	-2	-0.1%	-5%	3	7	0%	-5	-2%

SMILES	D1 potentiator	D1 antag	RXFP1 agonist	Vif-APOBEC3F blk	D1 ag	RXFP1 antagonist	Vif-APOBEC3G blk	D2 potentiator	Glioma ERSR ind
COC(=O)c1ccccc1NC(=O)Nc1ccc(C)cn1	4	6	-0.1%	-5%	2	-11	-8%	-5	-3%
CN(Cc1cccnc1)Cc1cn(C)nc1-c1cccc(Cl)c1	-4	2	0.6%	3%	2	-5	-4%&-7%	0	-2%&0%
CCN(CC)c1ccc(NC(=O)c2cnc3c(-c4ccccc4)c(C)nn3c2C)c(C)c1	-7	6	-1.7%	-3%	2	-11	2%	14	-6%
CN(CCOc1ccccc1)CC(=O)Nc1cc([N+](=O)[O-])ccc1Cl	4	-2	-1.4%	6%	-3	-16	3%	-9	-4%
O=C(NCc1cccnc1)c1ccc(NC(=O)c2ccc([N+](=O)[O-])cc2)cc1	-5	7	0.2%	2%	0	1	3%	-7	0%
COc1cccc(-c2cc3nc(C)cc(N4CCN(C(=O)c5ccoc5)CC4)n3n2)c1	x	x	x	0%	x	7	-7%	x	1%
CCOC(=O)c1c(CN2CCN(CC#N)CC2)n(C)c2cc(Br)c(OC)cc12	-3	10	-1.5%	0%	1	17	-6%	-8	-5%
O=C(Nc1ccc(Cl)cc1)N1CCOC12CCC1(CC2)OCCO1	-8	-14	1.1%	1%	1	-8	-1%	-8	0%
c1ccc(-c2nnc(OCc3cccnc3)c3ccccc23)cc1	-6	x	0.2%	-2%	-1	-13	-2%	9	-2%
COc1ccc(/C=C2\SC(c3ccc(C)cc3)=NC2=O)cc1OC	-5	-6	4.7%	-11%	53*	6	3%	1	-3%
O=C(O)c1ccc2c(c1)C(=O)N(NC(=O)c1ccc(O)cc1)C2=O	-8	-12	0.4%	-1%	1	11	-1%	-2	-1%
O=C(Cc1ccccc1F)c1ccc(O)cc1O	-3	-29	1.4%	-8%	7	1	1%	1	2%

Single values from the entries so far:
`O=C(NCc1cccnc1)c1ccc(NC(=O)c2ccc([N+](=O)[O-])cc2)cc1` – D1 antag = 7
`CN(C)S(=O)(=O)c1ccc(N2CCCC2)c(C(=O)Nc2ccccc2F)c1` – Glioma ERSR ind = -3%
`COc1ccc(-n2c(=O)c3c4c(sc3n(CC(=O)N3CCCCC3C)c2=O)CCC4)c(OC)c1` (configuration not stated) – Glioma ERSR ind = -1%
`CN(Cc1cccnc1)Cc1cn(C)nc1-c1cccc(Cl)c1` – D1 ag = 2

The list continues:
SMILES	D1 potentiator	D1 antag	RXFP1 agonist	Vif-APOBEC3F blk	D1 ag	RXFP1 antagonist	Vif-APOBEC3G blk	D2 potentiator	Glioma ERSR ind
Cc1cccc(C)c1NC(=O)c1nc(SC(C)C)ncc1Cl	2	18	2.3%	2%	0	x	4%	1	0%
COc1ccc(/C=N/NC(=O)CN(C2=NS(=O)(=O)c3ccccc32)c2ccccc2)cc1	1	-2	-1.2%	4%	2	-15	-1%	14	-6%
O=[N+]([O-])c1ccccc1Oc1ccc(S(=O)(=O)N2CCOCC2)cc1	-5	-14	-0.2%	-1%	5	-5	-17%	-2	-3%
COCC(=O)Nc1ccc(S(=O)(=O)Nc2ccccn2)cc1	3	10	2.7%	0%	1	-7	2%	7	-8%
CC(C)CNC(=O)COC(=O)c1cccc(S(=O)(=O)NCC(F)(F)F)c1	2	13	6.5%	2%	3	2	0%	-2	-1%
CCC1CSC(Nc2ccc(C(=O)/C=C/c3cccc(C)c3)cc2)=N1 (configuration not stated)	-7	-18	0.5%	-4%	3	-14	0%	-9	-2%
COCCCNCCCOc1ccc(C)cc1Br	-4	-1	-0.5%	0%	9	x	3%	-36	-5%
COc1ccccc1C(=O)CN1C(=O)NC2(CCCc3ccccc32)C1=O (configuration not stated)	x	x	x	-3%	x	-9	-5%	x	-1%
CSCC[C@H](NC(=O)OC(C)(C)C)c1nnc(SCC(N)=O)o1	0	12	2.0%	-6%	1	1	-4%	-4	-1%
O=C(CNC(=O)c1cccnc1)N/N=C/c1ccc(O)cc1O	1	2	0.3%	-13%	1	-24	0%	x	-2%
COc1ccc(C(=O)N2CCCN(C)CC2)c(OC)c1	3	-3	3.6%	1%	4	3	-1%	7	u
CN=C(Nc1cccc(S(=O)(=O)N2CCOCC2)c1)c1ccccc1	x	x	x	2%	x	-2	0%	x	10%

SMILES	D1 potentiator	D1 antag	RXFP1 agonist	Vif-APOBEC3F blk	D1 ag	RXFP1 antagonist	Vif-APOBEC3G blk	D2 potentiator	Glioma ERSR ind
CC(C)CN(C(=O)COC(=O)Cc1c[nH]c2ccccc12)c1c(N)n(Cc2ccccc2)c(=O)[nH]c1=O	-5	5	-1.4%	-12%	5	-2	-1%	0	-3%
COC(=O)c1c(C(=O)OC)c2n(c1C)Cc1ccccc1C2	-5	1	0.3%	-5%	1	-12	0%	-6	0%
Cc1cccc(OCC(=O)NC(=S)Nc2ccc(S(=O)(=O)NC3CCCCC3)cc2)c1	-1	2	-3.0%	1%	2	-23	-4%	-5	12%
Cc1c(C(=O)N2CCOCC2)c(S(=O)(=O)Nc2ccccc2F)c(C)n1C	-4	36	-0.3%	6%	4	2	5%	-7	2%
Cc1ccc(-n2c(C)nnc2SCC(=O)Nc2ccccc2)cc1	1	13	0.0%	2%	0	9	0%	7	-4%
COC(=O)[C@]1(S(=O)(=O)c2ccccc2)C[C@@H]2ON=C(c3ccc(OC)cc3)[C@@H]2C1	-1	4	-4.4%	0%	2	x	2%	6	0%
O=C1Nc2ccc(Br)cc2/C1=N\N=C\C1=C(N2CCOCC2)C(=C/c2ccccc2)/CC1	x	x	x	-13%	x	-8	-1%	x	-1%
O=S(=O)(NCc1nc2cccnc2n1Cc1ccccc1Cl)c1ccc2c(c1)CCCC2	1	-5	1.9%	2%	5	-12	2%	6	-3%
COC(=O)N/N=C/c1cccs1	-4	-32*	-0.3%	1%	1	3	2%	4	-4%
COc1ccc(C)cc1NS(=O)(=O)c1ccc(NC(=O)CN(c2cc([N+](=O)[O-])ccc2C)S(C)(=O)=O)cc1	-2	-10	0.0%	1%	9	x	1%	13	-1%
O=C(NCc1ccccc1OC(F)(F)F)C1CCC(=O)N(CCCN2CCOCC2)C1 (configuration not stated)	x	x	x	-4%	x	-2	-1%	x	-3%
CN(C)C(=O)c1cc([N+](=O)[O-])ccc1O	10	-7	-3.0%	-4%	2	-1	1%	2	-4%

An excerpt from above in order of the RXFP1 agonist value, falling:
SMILES	RXFP1 agonist
COc1ccc(C)cc1NS(=O)(=O)c1ccc(NC(=O)CN(c2cc([N+](=O)[O-])ccc2C)S(C)(=O)=O)cc1	0.0%
CC(C)CN(C(=O)COC(=O)Cc1c[nH]c2ccccc12)c1c(N)n(Cc2ccccc2)c(=O)[nH]c1=O	-1.4%
COC(=O)[C@]1(S(=O)(=O)c2ccccc2)C[C@@H]2ON=C(c3ccc(OC)cc3)[C@@H]2C1	-4.4%

Screening results deposited in PubChem by National Center for Advancing Translational Sciences (NCATS).

Some of the compounds tested. The share of hits here may be higher or lower than overall.
